# Screening data deposited in PubChem BioAssay by several laboratories.
# Runt-SMMHC FRET = blocks binding of human RUNX1 Runt domain to CBFb-SMMHC; AID 1434; inhibition, % at 20 µM; actives 0.74% (n = 220,000); Cerulean-Runt/Venus-CBFb-SMMHC FRET ratio 530/480, 1 h;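 active means mean inhibition across duplicate retests at 20 µM reaching about 50%, limit read from the data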;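 further: 0% = DMSO wells and 100% = wells with excess untagged CBFb-SMMHC; inhibitors lower the FRET ratio by blocking Runt binding to CBFb-SMMHC; some results filed as inactive read as strong as hits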
# Target sequence (Q01196 whole entry, looked up, the tested form may be a part): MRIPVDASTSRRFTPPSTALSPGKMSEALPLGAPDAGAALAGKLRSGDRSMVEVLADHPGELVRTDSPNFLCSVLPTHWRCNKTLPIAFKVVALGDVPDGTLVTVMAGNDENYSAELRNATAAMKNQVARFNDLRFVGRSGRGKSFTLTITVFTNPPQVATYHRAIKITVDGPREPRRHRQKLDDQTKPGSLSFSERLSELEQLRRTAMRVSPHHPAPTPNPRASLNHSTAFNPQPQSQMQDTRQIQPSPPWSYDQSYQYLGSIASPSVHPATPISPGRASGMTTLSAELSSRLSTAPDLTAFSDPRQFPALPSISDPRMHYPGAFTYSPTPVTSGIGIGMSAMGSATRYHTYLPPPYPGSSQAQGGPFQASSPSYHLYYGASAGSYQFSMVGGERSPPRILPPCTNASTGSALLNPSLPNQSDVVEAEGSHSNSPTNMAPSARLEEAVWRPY
# Target sequence (Q13951 whole entry, looked up, the tested form may be a part): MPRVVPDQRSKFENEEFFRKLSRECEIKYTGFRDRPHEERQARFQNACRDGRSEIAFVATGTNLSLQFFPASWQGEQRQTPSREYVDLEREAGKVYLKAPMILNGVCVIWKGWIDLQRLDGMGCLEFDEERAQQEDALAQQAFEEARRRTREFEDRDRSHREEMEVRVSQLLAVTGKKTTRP
# Hck Nef HTS = inhibitors of human Hck kinase activated by Nef. P08631. Recombinant Hck-YEEI plus Nef, Z-Lyte FRET kinase assay. inhibition, % at 20 µM. actives 0.68% (n = 220,000). AID 463187;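 active means Hck-Nef kinase inhibition above about 50%, limit read from the data; inactive means inhibition below that limit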;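 further: 0% = DMSO with Hck plus Nef and 100% = Hck alone without Nef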
# EP2 antag = blocks the human prostaglandin E2 receptor EP2; AID 1422; C6 glioma cells expressing human EP2, cAMP TR-FRET; cells stimulated with saturating PGE2; P43116; actives 0.52% (n = 260,000); inhibition, % at 25 µM;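 active means percent inhibition above 40 after rounding to a whole number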;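 further: rat C6 glioma host cells with rolipram phosphodiesterase inhibitor present; the protocol text gives 20 µM as final concentration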
# Target sequence (P43116 whole entry, looked up): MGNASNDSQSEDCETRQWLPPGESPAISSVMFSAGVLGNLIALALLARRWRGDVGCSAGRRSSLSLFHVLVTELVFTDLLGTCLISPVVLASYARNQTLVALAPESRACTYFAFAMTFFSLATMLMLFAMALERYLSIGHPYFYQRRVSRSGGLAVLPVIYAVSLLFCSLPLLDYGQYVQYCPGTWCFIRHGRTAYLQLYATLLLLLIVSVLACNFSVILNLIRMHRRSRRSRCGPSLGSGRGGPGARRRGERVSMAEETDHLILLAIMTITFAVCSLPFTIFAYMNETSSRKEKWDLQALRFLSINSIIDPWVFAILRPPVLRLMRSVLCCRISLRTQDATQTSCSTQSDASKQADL
# PERK inh = inhibitors of human PERK kinase. AID 1416. inhibition, % at 5.6 µM. CHO PERK-DD fusion, SEAP luminescence translation reporter. actives 0.17% (n = 220,000). Q9NZJ5;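 active means inhibition above the mean inhibition of all tested compounds plus 3 SD, set separately per screening campaign, cut at about 2.9% in these data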;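 further: PERK kinase domain activated by AP20187 dimerizer at 100 nM; 0% = DMSO with dimerizer and 100% = rapamycin at 8.4 µM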
# Runt-CBFb FRET = Runt domain-CBFb interaction inhibition. Q01196+Q13951. Cerulean-Runt/Venus-CBFb FRET ratio 530/480, 1 h. inhibition, % at 20 µM. actives 0.46% (n = 220,000). AID 1496;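 active means inhibition over about 50% at 20 µM in the single-dose screen, limit read from the data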;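 further: 0% = DMSO wells and 100% = excess unlabeled CBFb competitor control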
#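 Measured by: fluorescence energy transfer, 422 nm excitation, 530/480 nm emission; Assay system: Cerulean-Runt domain; Medium: Tris pH 7.5 buffer with BSA; Measure: loss of energy transfer signal; Controls: 5 µM unlabeled CBFb as full-inhibition high control; Incubation: protein complex preformed 1 h, compound exposure 1 h, room temperature, dark.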
# EP2 modulator = EP2 receptor (human) modulation; induction, % at 25 µM; EP2-expressing cells, cAMP HTRF FRET, PGE2 co-stimulation; AID 940; P43116; actives 0.83% (n = 260,000);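 active means compounds whose cAMP rise, as percent of the full-agonist control response, exceeds 60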;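 further: rat C6 glioma line stably carrying human EP2 under a CMV promoter; the protocol text gives 20 µM as final concentration; 100% = response of wells given 1 µM PGE2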
# L929 necroptosis = blocks zVAD induced death of L929 cells; actives 0.38% (n = 220,000); AID 1377; L929 zVAD necroptosis rescue, ATP luminescence, 24 h; with zVAD 60 µM; viability rescue, % at 10 µM;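 active means activation, scaled between plate controls, above about 75%, limit read from the data; inactive means activation under that limit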;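 further: 0% = zVAD with DMSO and 100% = DMSO alone without zVAD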
# TNF necrop inh = blocks TNF-alpha induced death of Jurkat FADD-/- cells. Jurkat FADD-/- TNF necroptosis rescue, ATP luminescence, 24 h; 0 = TNF only, 100 = no-TNF cells. activation (protection from cell death), % at 10 µM. actives 0.068% (n = 220,000). AID 463075;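 active means activation, meaning protection from cell death, of at least 50% relative to plate controls; inactive means activation below 50%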;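 further: necroptosis triggered by 40 ng/mL TNF-alpha added together with compound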
# RBBP9 inh = inhibitors of human serine hydrolase RBBP9; O75884; recombinant RBBP9, FP-Rh probe fluorescence polarization; inhibition, % at 7.94 µM; actives 0.2% (n = 220,000); AID 1515;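 active means inhibition above the campaign mean of all tested compounds plus 3 SD, cut at about 14% in these data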;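 further: plate controls were DMSO wells with RBBP9 for no effect and wells lacking RBBP9 protein for full effect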
#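 System: RBBP9 protein | Quantity: 2.5 µM RBBP9 dispensing solution, before mixing | Reagent: FP-Rh probe, 375 nM dispensing solution | Timing: Enzyme-compound preincubation 30 min, then probe labeling 45 min, 25 °C | Measured by: Fluorescence polarization | Read-out: % inhibition | Replication: One well per compound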
# Starred values were filed as active, the others as inactive; / = not tested or not shown; & = joins results of further samples.
SMILES,Runt-SMMHC FRET,Hck Nef HTS,EP2 antag,PERK inh,Runt-CBFb FRET,EP2 modulator,L929 necroptosis,TNF necrop inh,RBBP9 inh
Cc1cc(Nc2ccccc2)n(-c2ccccc2)n1,-4,17,10,1.2,0,15,0.1,-2.2,-6
CCOC(=O)c1cnn(-c2ccccn2)c1N,-8,1,10,0.3,0,7,0.6,-1.1,-7
C/C(Cl)=C/CN1C(=O)C2C3C=CC(C3)C2C1=O (stereo not drawn),2,6,1,0.0,1,1,3.6,68*,-7
O=C(O)c1cccc(NS(=O)(=O)c2ccc(C3CCCCC3)cc2)c1,-1,12,4,0.9,-2,-4,-0.3,0.8,-4
COc1ccc(N=C(C)c2sc3ccccc3c2O)cc1,41,-22,13,0.6,-34,3,0.7,0.4,-6
CCOc1ccc(-n2c(=O)c3c(C)c(C(=O)N(C)C)sc3n(CC(=O)Nc3ccccc3F)c2=O)cc1,0,20,1,1.5,-6,2,-0.3,0.9,6
CCCCc1c(O)nc(SCC(=O)c2ccccc2)[nH]c1=O,-1,-1,3,0.5,2,16,0.3,-1.8,4
CN(C)CCCNc1cc(Cl)c(S(=O)(=O)N2CCCCC2)cc1C(=O)O,-3,0,/,0.9,1,22,0.1,-0.1,-8
Cc1n[nH]c(=O)nc1Nc1ccc(O)cc1,-3,-1,10,0.1,3,2,0.0,-1.5,-1
COc1ccc(-c2nnc(OCc3ccccc3)c3ccccc23)cc1,-1,0,10,0.7,-1,59,1.1,3.2,-7
Cc1nc(C(=O)N/N=C/c2[nH]ncc2Br)cs1,-1,5,19,0.0,3,-7,1.0,3.8,-3
COc1ccc(C2CC(c3c(-c4ccccc4)c4cc(Cl)ccc4[nH]c3=O)=NN2C(=O)CCC(=O)O)cc1 (stereo not drawn),-2,29,7,1.0,1,26,22,-1.6,-6
CCN(CC)S(=O)(=O)c1cccc(NC(=O)COC(=O)CCc2nc3ccccc3s2)c1,-3,-2,7,0.7,0,25,0.3,-0.6,2
Cc1ccc(C(=O)N2NC(c3ccc(F)cc3)C3C(=O)N(c4ccc(C)c(C)c4)C(=O)C32)cc1 (stereo not drawn),1,-4,/,-0.1,-1,7,3.7,-0.3,3
Cc1ccc(C(c2nnnn2C2CCCC2)N2c3ccccc3CC2C)cc1 (stereo not drawn),1,3,3,-0.7,-2,26,0.0,1.0,3
O=C(Nc1nccs1)c1cccc(NC(=O)C2CC2)c1,0,5,15,-1.6,-1,-33,6.3,12,-8
COc1ccc(/C=N/NC(=S)Nc2ccccc2)cc1,-3,29,8,1.5,5,-40,-0.4,0.2,-2
CC(C)C(NC(=O)CN1C(=O)c2ccccc2S1(=O)=O)C(C)C,-8,2,11&14,0.5,-1,11&3,1.3,0.4,-6
CCn1c(N2CCN(C(=S)Nc3ccc(OC)cc3)CC2)nc2ccccc21,-2,21,8,-1.1,0,-34,-0.5,0.1,-4
O=C(NCCSCc1ccco1)Nc1ccccc1,6,0,4,1.3,2,-21,1.0,0.6,-7
O=C(Nc1nnc(Cc2ccc(Cl)cc2)s1)c1cccnc1,-3,18,9,0.4,1,-4,4.7,1.9,-4
O=C(Nc1ccccc1-c1nnn(CC(=O)N2CCN(c3ccccc3)CC2)n1)c1cccs1,1,1,12,0.8,0,3,1.6,-7.4,-8
O=C(CSc1n[nH]c(=O)[nH]c1=O)NC1CCCCC1,-5,12,4,1.5,0,22,0.3,1.1,-5
C/C(=N\Oc1cccc(F)n1)c1ccc(Cl)cc1Cl,2,1,20,0.1,-1,21,-0.6,-1.4,-3
O=C(O)c1ccc2c(=O)n3c(nc2c1)/C(=C/c1ccccc1C(F)(F)F)CCCC3,-2,2,12,0.6,-5,14,0.5,-1.5,-1
O=S1(=O)C=CC(c2ccccc2)C1 (stereo not drawn),0,17,9,0.0,2,26,0.9,2.3,-5
CS(=O)(=O)N1CCN(c2ccccc2NC(=O)c2ccc(Cl)cc2)CC1,3,1,1,-0.8,0,-8,0.0,-1.2,-3
Cc1nc2nc3c(cn2n1)C(=O)CC(c1ccccc1)C3 (stereo not drawn),-309,-1,7,0.1,-63,4,-0.3,-9.0,0
O=C(CCC(=O)OCc1ccc([N+](=O)[O-])cc1)Nc1ccccc1Cl,-2,19,1,0.1,1,-9,2.0,-0.2,-3
CCOc1ccc(-c2ncncc2-c2ccc(OC)cc2)c(O)c1,0,3,24,0.6,0,-31,-0.2,1.2,-10

# An excerpt of the results above:
SMILES,Runt-SMMHC FRET,Hck Nef HTS,EP2 antag,PERK inh,Runt-CBFb FRET,EP2 modulator,L929 necroptosis,TNF necrop inh,RBBP9 inh
O=C(CCC(=O)OCc1ccc([N+](=O)[O-])cc1)Nc1ccccc1Cl,-2,19,1,0.1,1,-9,2.0,-0.2,-3
CCOc1ccc(-c2ncncc2-c2ccc(OC)cc2)c(O)c1,0,3,24,0.6,0,-31,-0.2,1.2,-10

# Further records follow:
SMILES,Runt-SMMHC FRET,Hck Nef HTS,EP2 antag,PERK inh,Runt-CBFb FRET,EP2 modulator,L929 necroptosis,TNF necrop inh,RBBP9 inh
CCOc1ccc(N2C(=O)CC(S/C(N)=N/N=C/c3cccs3)C2=O)cc1 (stereo not drawn),3,0,4,-0.2,1,-20,-0.1,1.4,2
O=C(/C=C/c1ccc2c(c1)OCO2)N1CCOCC1,0,0,8,1.4,0,5,-0.1,-3.1,-4
Cc1c(C#N)c2ccccc2n1CC(=O)NCc1ccccc1,2,11,14,-1.3,0,-20,0.3,1.4,-11
NC(=O)CCC(NS(=O)(=O)c1ccc(Cl)cc1)C(=O)NCc1ccccc1Cl (stereo not drawn),7,19,4,0.8,-3,8,0.4,1.3,-4
COc1ccc(S(=O)(=O)N2CCC(C(=O)N3CCCC3)CC2)cc1,-1,-1,14,-0.1,-4,3,0.4,0.5,-2
O=C(Cc1ccccc1)Nc1nc(-c2cccs2)cs1,-4,0,7,-0.4,0,-44,7.2,3.2,-8
Cc1cc(C)cc(NC(=O)CCNS(=O)(=O)c2ccc3c(c2)oc(=O)n3C)c1,1,1,5,0.3,-3,-15,0.4,-1.2,-4
O=C(NCCN1CCOCC1)c1cc(S(=O)(=O)Nc2ccccc2F)c(Cl)cc1Cl,2,23,2,2.0,0,2,0.5,1.5,-10
CCOc1ccc(S(=O)(=O)NCCN2CCOCC2)c2ccccc12,-2,3,4,-1.1,-4,-13,-0.3,-3.1,4
CCOC(=O)CSc1nnc(CNc2ccc(F)cc2)o1,2,1,10,1.9,3,6,-0.2,0.4,-2
O=S(=O)(c1ccc(Oc2ccc3oc4ccccc4c3c2)nc1)N1CCCC1,4,2,6,1.1,-1,-17,5.5,-0.9,-2
CCOC(=S)SCC(=O)N1CCc2ccccc2C1C1C(=O)CCCC1=O (stereo not drawn),4,3,6,0.7,4,2,12,1.1,4
O=[N+]([O-])c1ccc2c(c1)OCCOCCOCCOCCOCCOCCO2,3,3,21,-0.9,2,32,-0.5,0.2,0
NC(=S)N=Nc1c(O)n(Cc2ccc(Br)cc2)c2ccccc12,0,3,9,-0.1,-1,-1,-0.4,-5.4,0
O=C(Nc1cccc(S(=O)(=O)N2CCCCC2)c1)c1ccccc1NS(=O)(=O)c1ccc(F)cc1,1,-1,7,0.3,-4,1,0.9,0.1,-3
CCOC(=O)C(NCCc1ccccc1F)(NC(C)=O)C(F)(F)F (stereo not drawn),-2,4,3,1.3,-4,25,-0.2,0.4,-6
CCCSC1=C(C#N)C(c2ccccc2C)CC(=O)N1 (stereo not drawn),-6,3,15,0.2,-3,32,-0.6,-1.1,-3
CCOc1ccc(NC(=O)N2CCC(n3nnc4cc(C)ccc43)CC2)cc1,-8,1,2,-0.3,-1,31,0.0,-1.2,1
N#CC(C#N)=C1c2cc(S(N)(=O)=O)ccc2-c2ccc(S(N)(=O)=O)cc21,-7,21,5,1.2,-4,23,0.1,-8.1,-8
COC(=O)Cc1nc(Nc2ccccc2)sc1C,0,6,7,1.2,-1,-1,1.7,21,-4
CCn1cc(C(=O)NCc2ccc3c(c2)OCO3)c(=O)c2cc(F)c(N3CCN(C(=O)c4ccco4)CC3)cc21,-39,-1,12,-1.2,-9,-7,-0.6,-11,-15
O=C(NCc1ccncc1)C(=O)N/N=C/c1ccc(OCc2ccccc2)cc1,6,-7,7,0.7,0,18,-0.6,-1.1,3
Cc1nc2ccc(N)cc2c(=O)n1Cc1ccc(Cl)cc1,2,-1,27,-1.1,1,-6,-0.4,-3.7,-2
Cc1ccc(S(=O)(=O)NN2C(=O)/C(=C/c3ccccn3)SC2=S)cc1,-3,2,20,1.9,-2,13,0.1,0.4,-3
O=C(Oc1coc(CSc2ncccn2)cc1=O)c1cccs1,-1,22,3,0.9,1,4,0.6,0.1,-8
CCO[C@@H]1OC(C(=O)Nc2ccccc2)=C[C@H](c2csc3ccccc23)[C@H]1CCCO,-5,-13,12,1.2,-1,4,1.0,11,-10
O=C(Nc1ccc(Cl)cn1)C1CCCN1S(=O)(=O)c1ccc(Cl)cc1 (stereo not drawn),-3,0,12,-1.1,-1,11,-0.3,-3.3,-3
COC(=O)c1nc(N)sc1-c1ccc(OC)cc1,4,-3,15,-0.1,0,4,-0.3,-2.9,0
COc1cc(C)c(Cl)cc1S(=O)(=O)NCc1ccncc1,-4,7,16,0.6,2,-26,-0.6,-10,-1

# Molecules from the list above containing an aryl methoxy group:
SMILES,Runt-SMMHC FRET,Hck Nef HTS,EP2 antag,PERK inh,Runt-CBFb FRET,EP2 modulator,L929 necroptosis,TNF necrop inh,RBBP9 inh
COc1ccc(N=C(C)c2sc3ccccc3c2O)cc1,41,-22,13,0.6,-34,3,0.7,0.4,-6
COc1ccc(-c2nnc(OCc3ccccc3)c3ccccc23)cc1,-1,0,10,0.7,-1,59,1.1,3.2,-7
COc1ccc(C2CC(c3c(-c4ccccc4)c4cc(Cl)ccc4[nH]c3=O)=NN2C(=O)CCC(=O)O)cc1 (stereo not drawn),-2,29,7,1.0,1,26,22,-1.6,-6
COc1ccc(/C=N/NC(=S)Nc2ccccc2)cc1,-3,29,8,1.5,5,-40,-0.4,0.2,-2
CCn1c(N2CCN(C(=S)Nc3ccc(OC)cc3)CC2)nc2ccccc21,-2,21,8,-1.1,0,-34,-0.5,0.1,-4
CCOc1ccc(-c2ncncc2-c2ccc(OC)cc2)c(O)c1,0,3,24,0.6,0,-31,-0.2,1.2,-10
COc1ccc(S(=O)(=O)N2CCC(C(=O)N3CCCC3)CC2)cc1,-1,-1,14,-0.1,-4,3,0.4,0.5,-2
COC(=O)c1nc(N)sc1-c1ccc(OC)cc1,4,-3,15,-0.1,0,4,-0.3,-2.9,0
COc1cc(C)c(Cl)cc1S(=O)(=O)NCc1ccncc1,-4,7,16,0.6,2,-26,-0.6,-10,-1

# A portion of the library, so the mix of outcomes need not match the whole.
